SUMO Mot1 rescue: SUMOylation pathway inhibition by Mot1-301 growth rescue; AID 2716; S. cerevisiae Mot1-301 growth rescue, ATP luminescence, 38.5C; percent above DMSO median, 100 means doubled; hit rate 1% among 320,000; growth rescue, % at 18.8 µM;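 active = every valid replicate shows activation above 250% relative to neutral control wells; inactive = the rest, any valid replicate at or below 250%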;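 also: OY570 slx delta 5 strain wells were the positive control but not used for scaling; some compounds called inactive have numbers as strong as hits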
PKA-R1A activ: activators of PKA-R1A complex. P00514+P68181. activation, % at 11.4 µM. PKA-R1A dissociation, Cy5-IP20 fluorescence polarization; scaled: DMSO 0%, 113 µM cGMP 100%. hit rate 0.083% among 340,000;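 active = percent activation above the mean of all tested compounds plus 3 SD, cut at about 19% in these data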;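 also: higher means more PKAc released from R1A so a rise in polarization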
DAGLB inhibitor: blocks human DAGLB lipase activity | Q8NCG7 | HEK293T DAGLB membrane lysate, EnzChek fluorogenic substrate | inhibition, % at 5.17 µM | hit rate 0.059% among 340,000 | AID 504411; in the data active = inhibition above about 34%;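 also: 0% = enzyme with vehicle and 100% = wells lacking enzyme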
CDK5 inh: CDK5/p35 (human) kinase inhibition; Q00535+Q15078; hit rate 0.01% among 330,000; Recombinant CDK5/p35, ADP-Glo luminescence, 60 min; inhibition, % at 10 µM; AID 488839;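 active = highest replicate inhibition of at least 50% and at least 75% of replicates reaching 50%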;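 also: plate controls were DMSO neutral control for no effect and GW8510 at 10 µM for full effect; many of its hits are not listed in these tables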
Target sequence (Q00535 whole entry, looked up): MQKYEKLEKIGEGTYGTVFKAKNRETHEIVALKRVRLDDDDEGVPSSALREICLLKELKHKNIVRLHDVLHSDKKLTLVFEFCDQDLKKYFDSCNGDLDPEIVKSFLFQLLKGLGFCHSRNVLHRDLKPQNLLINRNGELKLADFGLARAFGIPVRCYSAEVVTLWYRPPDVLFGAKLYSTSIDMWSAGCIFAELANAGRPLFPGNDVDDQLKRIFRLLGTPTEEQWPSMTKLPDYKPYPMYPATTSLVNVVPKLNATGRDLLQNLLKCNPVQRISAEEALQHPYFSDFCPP
Target sequence (Q15078 whole entry, looked up): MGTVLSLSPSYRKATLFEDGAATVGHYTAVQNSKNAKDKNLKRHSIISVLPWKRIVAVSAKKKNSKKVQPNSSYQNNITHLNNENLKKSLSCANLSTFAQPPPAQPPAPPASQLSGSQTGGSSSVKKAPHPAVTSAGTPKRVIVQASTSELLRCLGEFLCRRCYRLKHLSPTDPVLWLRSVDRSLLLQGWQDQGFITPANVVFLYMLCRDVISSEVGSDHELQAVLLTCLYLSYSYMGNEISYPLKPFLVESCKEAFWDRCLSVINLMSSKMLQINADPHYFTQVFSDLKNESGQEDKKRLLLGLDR
Tat transport: inhibitors of E. coli Tat protein transport; E. coli MC4100 TorA-mCherry Tat export, fluorescence; inhibition, % at 10 µM; hit rate 0.036% among 340,000;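 active = mean replicate inhibition at least 50% and at least half of replicates individually reaching 50%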;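 also: exported cargo escapes ClpAP degradation while cytoplasmic cargo is degraded and loses fluorescence; 0% = median of neutral control wells and 100% = median of NaSCN control wells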
PKA-R2B activ: activators of human PKA-R2B complex. P22694+P31323. PKA-R2B holoenzyme dissociation, Cy5-IP20 fluorescence polarization; R2B truncated from residue 108, S112A mutant; 0% DMSO only, 100% 113 µM cGMP. activation, % at 11.4 µM. hit rate 0.079% among 340,000;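 active = activation above a cutoff set at the mean over all compounds plus 3 SD, cut at about 18% in these data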;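 also: higher means more holoenzyme dissociation and a rise in polarization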
phage Ecoli inh: E. coli growth loss with phage present; growth absorbance; inhibition, % at 11.9 µM; hit rate 0.26% among 360,000; AID 651602; in the data active = inhibition above about 11%
HTR5A ag: HTR5A agonism, opioid heterodimer counter-screen | P47898 | HTR5A agonist assay, luminescence, cell-based | activation, % at 9.3 µM | hit rate 0.61% among 340,000 | AID 504692; in the data active = activation mostly above about 9.5%, no sharp cut-off; inactive = mostly below about 7.6%;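 also: 0% = cells with vehicle only and 100% = reference agonist; strong numbers were not always called active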
Target sequence (P47898 whole entry, looked up): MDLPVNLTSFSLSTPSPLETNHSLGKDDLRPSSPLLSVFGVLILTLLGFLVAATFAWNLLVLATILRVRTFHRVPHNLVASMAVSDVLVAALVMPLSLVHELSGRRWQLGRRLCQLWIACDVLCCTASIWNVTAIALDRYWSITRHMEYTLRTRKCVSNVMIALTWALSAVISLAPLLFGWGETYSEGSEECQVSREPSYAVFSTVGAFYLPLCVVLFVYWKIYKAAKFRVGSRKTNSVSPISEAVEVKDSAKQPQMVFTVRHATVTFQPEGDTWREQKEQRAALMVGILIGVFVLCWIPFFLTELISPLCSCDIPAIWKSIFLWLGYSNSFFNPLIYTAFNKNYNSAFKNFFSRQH
HTR5A inv ag: HTR5A inverse agonism, opioid heterodimer counter-screen. hit rate 0.083% among 340,000. HTR5A cell line, luminescence. inhibition, % at 9.3 µM. P47898. AID 504634; in the data active = inhibition mostly above about 23%, no sharp cut-off; inactive = mostly below about 18%;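 also: 0% = cells with DMSO and 100% = no-cell wells with DMSO; some compounds called inactive have numbers as strong as hits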
AddAB inh: less growth of phage-infected E. coli with AddAB; E. coli expressing H. pylori AddAB, absorbance growth; inhibition, % at 11.9 µM; hit rate 0.29% among 330,000; in the data active = inhibition above about 12%;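 also: 0% = vehicle wells of infected cells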
E coli growth: bacterial growth inhibition, counter-screen for AddAB inhibitors; AID 449728; E. coli V3065 growth, OD600 absorbance, 18 h; hit rate 0.27% among 330,000; inhibition, % at 11.9 µM;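 active = inhibition above the campaign's mean inhibition across all tested compounds plus 3 SD, cut at about 9.9% in these data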;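 also: uninfected addAB+ strain grown without phage in ampicillin broth; 0% = DMSO wells and 100% = ciprofloxacin 0.95 µg/ml wells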
Numbers without * were called inactive; nt = not tested or not shown.

SMILES | SUMO Mot1 rescue | PKA-R1A activ | DAGLB inhibitor | CDK5 inh | Tat transport | PKA-R2B activ | phage Ecoli inh | HTR5A ag | HTR5A inv ag | AddAB inh | E coli growth
COc1ccc(CNC(=O)COC(=O)c2c(C)nn(-c3ccccc3)c2C)cc1OC | nt | 3 | -2 | 0.2 | -5 | -14 | -0.5 | 0 | -6 | nt | nt
C=CCNC(=S)NNC(=O)c1ccc(C)c(Cl)c1 | 104 | 16 | 2 | -0.6 | 4 | -5 | -0.1 | -4 | 20 | 2.0 | -0.3
O=C(c1ccc(=O)[nH]c1)N(Cc1cccs1)C1(C(=O)NC2CCCC2)CCCCC1 | nt | 10 | -7 | -0.4 | -8 | 0 | 2.2 | 3 | -11 | 1.4 | -1.6
CC1Cc2ccccc2N1C(=O)CSc1nc2ccccc2o1 (stereo not given) | 4 | -4 | -9 | 1.8 | 5 | 2 | 2.5 | -1 | -7 | 0.3 | 0.6
O=C(NC(=S)Nn1cnnc1)c1ccccc1 | -5 | 10 | 3 | 2.0 | -3 | -10 | 2.6 | -2 | 7 | -1.0 | -1.3
Cc1nc2sc3c(c2c(=O)o1)CC(C)(C)OC3 | 54 | 1 | -1 | 0.9 | 1 | -3 | 1.1 | 0 | 9 | 5.2 | -0.5
CCOC(=O)N1CCN(C(=O)c2cccn3c(=O)c4sccc4nc23)CC1 | 4 | 14 | 0 | -1.3 | -11 | -3 | 2.9 | 0 | 1 | 0.1 | -0.9
Cc1ccc(NC(NC(=O)c2cccnc2)C(Cl)(Cl)Cl)cc1 (stereo not given) | -9 | -2 | -1 | -1.9 | 6 | -14 | 3.6 | -2 | -2 | -0.1 | 1.4
O=C(N=c1ccn(-c2nc3ccccc3nc2NS(=O)(=O)c2ccc(Cl)cc2)cc1)c1cccs1 | 380 | -8 | 2 | 1.1 | -7 | 2 | 0.8 | 7 | -2 | 3.1 | 3.8
O=C(CN1C(=O)NC2(CCCC2)C1=O)Nc1cccc(Cl)c1Cl | 3 | 9 | -2 | -0.6 | 6 | -2 | 1.4 | 0 | -39 | 3.8 | -1.3

Reprinted from the part before: two entries; new compounds follow.
SMILES | SUMO Mot1 rescue | PKA-R1A activ | DAGLB inhibitor | CDK5 inh | Tat transport | PKA-R2B activ | phage Ecoli inh | HTR5A ag | HTR5A inv ag | AddAB inh | E coli growth
O=C(N=c1ccn(-c2nc3ccccc3nc2NS(=O)(=O)c2ccc(Cl)cc2)cc1)c1cccs1 | 380 | -8 | 2 | 1.1 | -7 | 2 | 0.8 | 7 | -2 | 3.1 | 3.8
O=C(CN1C(=O)NC2(CCCC2)C1=O)Nc1cccc(Cl)c1Cl | 3 | 9 | -2 | -0.6 | 6 | -2 | 1.4 | 0 | -39 | 3.8 | -1.3
CCOC(=O)Cc1c(C)c2c(C)nn(-c3ccccc3)c2oc1=O | -9 | 2 | -3 | -0.1 | 2 | 1 | 0.0 | -2 | -11 | 1.8 | -2.9
Cc1ccc(C(=O)N(CCCN(C)C)c2nc3ccc(Cl)cc3s2)cc1C | 118 | -9 | 2 | -1.0 | 22 | -11 | 2.1 | 2 | 8 | 1.7 | 0.3
COc1ccnc(N2CCN(c3ccc(Cl)cc3)CC2)c1C#N | -1 | 1 | -3 | -1.2 | -8 | 1 | -2.4 | 8 | -3 | -0.1 | 1.1
O=C(c1ccc(S(=O)(=O)N2CCCC2)cc1)N1CCN(c2ccccc2)CC1 | 423 | 4 | -2 | 0.0 | 9 | 0 | 3.1 | -5 | -10 | 1.5 | 1.9
COc1ccc(N(CC(=O)NCCc2ccc(OC)c(OC)c2)S(=O)(=O)c2c(C)noc2C)cc1 | -11 | -3 | 1 | -3.3 | 6 | 0 | -1.4 | -4 | -18 | 1.7 | -5.2
CCCOC1CCCN(Cc2nc(-c3ccc(C(=O)OC)cc3)no2)C1 (stereo not given) | -2 | -21 | -5 | 0.9 | 2 | -12 | 2.0 | -1 | -17 | 0.6 | 0.1
O=C(C(Cc1ccccc1)N1C(=O)C2C3CCC(C3)C2C1=O)N1CCCCC1 (stereo not given) | -2 | -12 | -1 | 0.9 | -4 | -7 | 1.7 | -2 | 9 | -0.1 | 1.6
C=CCNC(=O)C(=O)NCCCN1CCOCC1 | -8 | -5 | -3 | -2.4 | -3 | 2 | 4.1 | -1 | -2 | -0.2 | 0.5
COc1ccc(-c2nc(C#N)c(N3CCCCC3)o2)cc1 | 9 | -2 | -4 | 1.6 | -3 | -8 | 2.9 | 1 | -2 | 1.5 | -1.2
COC(=O)c1ccc(OC(=O)c2ccncc2)cc1O | -13 | 9 | -4 | 1.4 | -3 | -1 | -3.0 | -1 | 4 | 1.3 | -0.5
Cc1ccc(C(=O)N2CCN(c3ccccc3O)CC2)cc1S(=O)(=O)N1CCCCC1 | -10 | -2 | 3 | -6.1 | 10 | -17 | -3.3 | -8 | 18 | 1.9 | 0.2
Cc1ccc(S(=O)(=O)N(C)C)cc1NC(=O)C1CCCCN1S(=O)(=O)c1ccccc1 (stereo not given) | 1 | -11 | -5 | 0.7 | 1 | 1 | 2.5 | -2 | 6 | 2.5 | 1.6
COc1ccc(-n2c(C)cc(C(=O)COc3ccc(C)nc3[N+](=O)[O-])c2C)cc1 | 5 | -9 | -2 | 0.6 | 4 | -7 | 1.2 | 5 | -5 | 3.2 | -0.5
O=C1C=C(Nc2ccc(O)cc2)CC(c2ccco2)C1 (stereo not given) | -2 | 5 | 0 | -6.5 | 2 | -1 | 0.5 | -1 | 2 | 1.4 | 0.5
Cn1c(=O)cc(OCCCC(=O)N2CCN(c3ccccn3)CC2)c2ccccc21 | 406 | -7 | 0 | -3.3 | -1 | 6 | 1.2 | -1 | 3 | 2.9 | -0.5
CSc1ccc(S(=O)(=O)Nc2ccc3c4c(cccc24)CC3)cc1 | -16 | 3 | -4 | -0.7 | 12 | -3 | 3.3 | 1 | 1 | -2.8 | -1.4
COc1ccc(N2CCN(C(=O)c3ccc(CS(=O)(=O)c4ccc(Br)cc4)o3)CC2)cc1 | 7 | -4 | 1 | -0.3 | -2 | -7 | 2.1 | 1 | 16 | 0.4 | -0.1
Cc1cc([N+](=O)[O-])ccc1-c1ccc(C2Nc3ccccc3C(=O)N2O)o1 (stereo not given) | 12 | -6 | 4 | -0.3 | 6 | -7 | 24* | 2 | -20 | 31* | 27*
COc1cc(NC(=O)c2ccc(C(=O)c3ccccc3)cc2)cc(OC)c1OC | 1 | -7 | -1 | -0.8 | 0 | 8 | -0.8 | 6 | 9 | 3.1 | 1.2
O=c1cc(CSc2nnc(Nc3ccccc3)s2)nc2sccn12 | 5 | -6 | -2 | 0.8 | -8 | -5 | 4.3 | -7 | -2 | 1.2 | 1.7
COc1ccc(OC)c(/C=N\NC(=O)c2ccc(COc3ccc(C)cc3[N+](=O)[O-])o2)c1 | 181 | 0 | -3 | -0.5 | -4 | 3 | 0.5 | 1 | -5 | 2.4 | 0.3
Cc1nn(C(C)C(=O)NCCc2ccco2)c(=O)c2nn(-c3ccccc3)c(C)c12 (stereo not given) | -1 | 0 | 1 | 0.2 | 3 | 6 | -0.6 | -1 | 7 | 3.2 | 0.6
N#Cc1c(-c2ccc(F)cc2)nc2n(c1=O)CCS2 | 62 | 10 | 2 | -1.4 | 1 | 3 | 1.4 | 1 | -26 | 0.8 | 1.0
COc1ccccc1C(=O)N/C(=C/c1ccccc1)C(=O)Nc1ccc(C(=O)O)cc1 | -12 | -8 | -6 | -2.6 | -4 | -7 | 1.5 | 1 | 7 | 3.1 | -0.2
Cc1ccc(NC(=O)CSc2nnc(-c3ccoc3C)n2CCCN(C)C)cc1Cl | -15 | 8 | 1 | -0.2 | 1 | 0 | 2.9 | 8 | 13 | 4.0 | -2.1
CCCCNC(=O)COC(=O)c1ccc(F)cc1Cl | 19 | -12 | -2 | 0.4 | 6 | -4 | 4.6 | -4 | 2 | 2.2 | -0.7
Cc1ccccc1-c1oc(C)c(C)[n+]1[O-] | -22 | -1 | 0 | -1.0 | 0 | 1 | 1.5 | 1 | -2 | -0.9 | -2.3
Cc1cc2nc(Sc3c([N+](=O)[O-])nc(C)n3Cc3ccccc3)[nH]c2cc1C | 2 | -6 | 3 | -2.3 | 0 | -7 | 2.0 | -2 | -22 | 0.3 | -4.8
COc1ccc(C(=O)N/N=C/c2c(C)nn(-c3ccccc3)c2OC)cc1 | 16 | 5 | 0 | -0.4 | 12 | 2 | 0.8 | 1 | -5 | 4.6 | -1.1
C=CCn1c(SCC(=O)Nc2cccc(S(=O)(=O)N(C)c3ccccc3)c2)nnc1C1CC1 | 3 | 8 | -3 | 0.4 | -3 | -10 | 0.3 | -3 | 6 | -1.0 | -1.1
O=C(CC1OC(=O)c2ccccc21)Nc1ccc(Cl)c(S(=O)(=O)N2CCCCC2)c1 (stereo not given) | -17 | 4 | -2 | 1.0 | -2 | 2 | 1.1 | -1 | 19 | 1.2 | 1.5
COc1ccc(N2C(=O)C(Cl)=C(N(CCO)Cc3ccccc3)C2=O)cc1 | -7 | 2 | 3 | 1.0 | 5 | -6 | 4.6 | 2 | -5 | -0.4 | -2.2
CCCn1c(=O)c2c(ncn2C)n(CCC)c1=O | -5 | -5 | 1 | 0.2 | 4 | -2 | 1.0 | -5 | -1 | -2.2 | 0.3
CNC(=O)c1cc(Cl)c(OC)c(OC)c1 | 113 | -12 | 0 | -0.7 | 7 | -3 | 2.5 | -1 | 4 | 4.8 | -0.7
COc1ccccc1CNC(=O)c1cccnc1 | -13 | -9 | -3 | -0.6 | 4 | -4 | 5.8 | 1 | -4 | 3.8 | 1.4
Cc1ccc(C)c(S(=O)(=O)Nc2ccc3sc(C)nc3c2)c1 | -1 | -9 | -3 | -0.8 | 4 | 5 | 0.9 | 1 | -4 | -0.1 | 1.1
O=C(COc1ccc(S(=O)(=O)NC2CCCCC2)cc1)NCC1CCCO1 (stereo not given) | 10 | -2 | -2 | -0.7 | 4 | 1 | -0.8 | -1 | 3 | 1.4 | 2.5

Structures from the list above that have a nitro group on carbon:
SMILES | SUMO Mot1 rescue | PKA-R1A activ | DAGLB inhibitor | CDK5 inh | Tat transport | PKA-R2B activ | phage Ecoli inh | HTR5A ag | HTR5A inv ag | AddAB inh | E coli growth
COc1ccc(-n2c(C)cc(C(=O)COc3ccc(C)nc3[N+](=O)[O-])c2C)cc1 | 5 | -9 | -2 | 0.6 | 4 | -7 | 1.2 | 5 | -5 | 3.2 | -0.5
Cc1cc([N+](=O)[O-])ccc1-c1ccc(C2Nc3ccccc3C(=O)N2O)o1 (stereo not given) | 12 | -6 | 4 | -0.3 | 6 | -7 | 24* | 2 | -20 | 31* | 27*
COc1ccc(OC)c(/C=N\NC(=O)c2ccc(COc3ccc(C)cc3[N+](=O)[O-])o2)c1 | 181 | 0 | -3 | -0.5 | -4 | 3 | 0.5 | 1 | -5 | 2.4 | 0.3
Cc1cc2nc(Sc3c([N+](=O)[O-])nc(C)n3Cc3ccccc3)[nH]c2cc1C | 2 | -6 | 3 | -2.3 | 0 | -7 | 2.0 | -2 | -22 | 0.3 | -4.8

Screens: PubChem, several laboratories
